Source: PubChem BioAssay
P. falciparum M1AAP: P. falciparum M1AAP inhibitors, biochemical, fluorogenic H-Leu-NHMec substrate, 1536-well (AID 1445) | recombinant M1AAP, H-Leu-NHMec fluorogenic kinetic assay; higher % means a stronger effect | one-dose inhibition, % at 30 µM; IC50 in µM for titrated hits | actives 0.42% (n = 220,000);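 active means primary inhibition above the hit cutoff, then over 50% inhibition at one or more dose response concentrations, cut at about 23% in these data, passing the limit was not always enough; inconclusive means conflicting primary data, or primary hits not chosen for dose response; inactive means low primary inhibition, or under 50% at every dose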;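 further: plate controls were DMSO full reaction for no effect and no enzyme background for full effect; strong numbers were not always called active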
MT stabilize HCS: microtubule stabilization, imaging screen; HeLa tubulin immunostaining HCS, 24 h; share of cells brighter than vehicle mean+2SD; % tubulin-high responders, % at 10 µM; actives 0.83% (n = 200,000); AID 2205;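 active means plate Z-score above 3 for both tubulin-high and condensed-nucleus cell shares, with cell loss under 80%, at 10 µM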;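 further: anti alpha tubulin signal scored within the nucleus-defined area of each cell; some results filed as inactive read as strong as hits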
P. falciparum M17LAP: P. falciparum M17LAP inhibitors, primary screen, biochemical, fluorogenic H-Leu-NHMec substrate, 1536-well (AID 1619); recombinant M17LAP, H-Leu-NHMec fluorogenic kinetic assay; higher % means a stronger effect; inhibition, % at 30 µM; hits with a dose series show IC50 in µM; actives 0.38% (n = 220,000);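 active means compound inhibiting the enzyme by more than half at any dose during confirmatory dose-response retesting; inconclusive means strong single-dose inhibitors picked by rank but not retested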;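 further: plate controls were full reaction with DMSO carrier for no effect and no enzyme background for full effect; strong numbers were not always called active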
T cell HTS: T cell immune modulation candidate | 2C CD8+ T cell-vesicle binding, flow cytometry; hits give low values | calls only at 7 µM | actives 0.068% (n = 330,000);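 active means response, share of CD8 T cells binding vesicles, and their 90th percentile fluorescence all below set limits, cut at about 80% in these data, passing the limit was not always enough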
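Material: 2C TCR transgenic mouse naive CD8+ T cells, MACS-purified. Also added: QL9-charged Drosophila Ld/ICAM-1/B7-1 vesicles. Timing: binding 1.5 h at 37 °C. Measured by: high-throughput flow cytometry with anti-B7-1 and anti-CD8 staining. Read-out: percent CD8+ FL2 mean versus row control. Controls: Unloaded micro-vesicles (low), QL9 vesicles with 0.7% DMSO (high).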
WT yeast gro inh: growth inhibition of WT yeast, mitochondrial fusion screen; actives 2.1% (n = 190,000); inhibition, % at 10 µM; mitochondrial fusion phenotypic screen, WT strain; in the data active means inhibition above about 58%; tested in S. cerevisiae
bCat nuc transl: beta-catenin nuclear translocation modulation; HeLa beta-catenin nuclear translocation, immunofluorescence imaging; nuclear translocation activity, % at 5 µM; actives 0.3% (n = 190,000); AID 1665;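 active means nuclear translocation activity above 50% at 5 µM, with a well cell count of 50 or more; inconclusive means wells under 50 cells across six images, flagged as toxic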;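 further: per-cell ratio of nuclear to cytoplasmic median beta-catenin stain intensity; plate controls were DMSO negative control for no effect and GSK-3 inhibitor IX positive control for full effect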
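Test system: human HeLa cell line; Doses: 5 µM primary, 0.02–20 µM confirmation; Incubation: 24 h compound exposure, 37°C; Detection: beta-catenin immunofluorescence imaging with DAPI; Read-out: beta-catenin nuclear/cytoplasmic ratio, % activation.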
Autophagy HCS: modulators of autophagy | AID 463193 | actives 0.98% (n = 190,000) | calls only at 10 µM (by protocol) | MEF GFP-LC3 puncta imaging; test concentration mostly 10 µM;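 active means percentage of spot-positive cells more than 3 SD above its plate mean, without a fluorescence outlier flag or 80% toxicity; inconclusive means no clear call, values can overlap the other calls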;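 further: spot-positive cell cutoff set from DMSO-treated cells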
Dynein transport: blocks dynein driven cargo transport along microtubules. 3617.4 mouse cells, GR-EGFP nuclear translocation imaging; test concentration mostly 20 µM; stimulated with dexamethasone, 1 µM; hits give low values. z-score, hits read low. actives 0.47% (n = 220,000);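 active means plate z-score of nuclear minus cytoplasmic receptor signal below a set negative limit, without overly bright fluorescence or cell loss, cut at about -3.5 in these data, passing the limit was not always enough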;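 further: z-score of nuclear minus cytoplasmic ring GR-EGFP intensity difference per well; some compounds called inactive have numbers as strong as hits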
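Medium: Induction medium lacking tetracycline, stripped serum | Probe or stimulus: 1.0 µM final dexamethasone stimulus | Schedule: 48 h induction, then 1 h compound, then 30 min agonist, 37 °C | Signal: Automated 10x imaging of fixed Hoechst-stained cells | Evaluation: Per-cell GR-EGFP intensity, nucleus versus surrounding cytoplasmic ring, well-averaged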
Yfh1-off respiration: mitochondrial function rescue without frataxin homolog – Friedreich's ataxia, plus single-dose screen, dose response (AID 1465); actives 0.074% (n = 220,000); S. cerevisiae Yfh1-off respiration, WST-1 reduction, 72 h; higher fold induction means a stronger effect; one-dose fold induction at 50 µM; EC50 in µM for titrated hits;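 active means fold induction of absorbance versus untreated yeast above a set limit, then at least 30% activation at any dose in follow-up; inconclusive means repeats straddling the limit, or above it without dose testing; inactive means fold induction below the set limit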;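 further: activators that raise dye reduction in frataxin-depleted yeast; strong numbers were not always called active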
WT yeast gro inh mutant strain: recorded beside WT yeast gro inh, whose call it bears; inhibition, %; mitochondrial fusion phenotypic screen, mutant strain inhibition
Dynein transport cytoplasmic EGFP: further read-out of Dynein transport, marked with its call; z-score; measured here: cytoplasmic GR-EGFP intensity; hits give high values
Dynein transport nuclear GR-EGFP: also measured in Dynein transport; calls as there; z-score; measured here: nuclear GR-EGFP intensity;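 lower value marks the stronger effect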
Dynein transport cell count: also measured in Dynein transport; calls as there; z-score; measured here: cell count per field
bCat nuc transl cell count 5 µM: further read-out of bCat nuc transl, marked with its call; cell count; measured here: cell count, cytotoxicity flag
T cell HTS vesicle-bound %: also measured in T cell HTS; calls as there; double positive events, %; measured here: CD8+ vesicle-bound cell fraction;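 binding gate set so that unloaded-vesicle control wells show 10% double positive cells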
MT stabilize HCS Hoechst-high %: second read-out of MT stabilize HCS, no call of its own (marks repeat the call); % Hoechst-high responders; measured here: nuclear condensation Hoechst responders;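 share of cells brighter than vehicle mean plus two SD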
MT stabilize HCS cytotoxicity %: further read-out of MT stabilize HCS, marked with its call; toxicity, %; measured here: cytotoxicity by cell density;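 0% = mean cell density of plate MIN control wells and 100% = no cells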
Autophagy HCS cell loss 18 h: further read-out of Autophagy HCS, marked with its call; toxicity, %; measured here: cell loss, nuclei count;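 cell loss after 18 h compound exposure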
The depositor's hits bear a star; i = inactive; ? = inconclusive; nt = no result given.

SMILES	P. falciparum M1AAP	MT stabilize HCS	MT stabilize HCS Hoechst-high %	MT stabilize HCS cytotoxicity %	P. falciparum M17LAP	T cell HTS	T cell HTS vesicle-bound %	WT yeast gro inh	WT yeast gro inh mutant strain	bCat nuc transl	bCat nuc transl cell count 5 µM	Autophagy HCS	Autophagy HCS cell loss 18 h	Dynein transport	Dynein transport cytoplasmic EGFP	Dynein transport nuclear GR-EGFP	Dynein transport cell count	Yfh1-off respiration
O=[N+]([O-])c1ccc2[nH]ncc2c1	4%	2.1	2.8	5.0	14%	i	29	-4	7	0.6	1090	i	11	-0.56	-0.33	-0.26	0.43	i
CCOC(=O)N1CCN(C(=O)c2ccc3c(=O)n(-c4ccc(OC)cc4OC)c(=S)[nH]c3c2)CC1	4%	2.0	1.3	4.2	-13%	i	51	-5	-12	nt	nt	i	-14	-0.66	-0.22	-0.31	0.85	nt
CCOC(=O)c1c(NC(=O)CSc2nnc(-c3cccnc3)o2)sc(C(C)=O)c1C	4%	1.5	3.4	10.0	0%	i	8	23	9	-7.1	1061	i	7	-0.4	-0.049	0.045	0.53	i
O=C(C1CC=CCC1)N1CCC(CO)(Cc2ccc(Cl)cc2)CC1 (stereo unspecified)	-3%	4.4	1.2	4.8	1%	i	19	18	17	-0.5	986	i	-31	-0.26	-0.26	-0.32	0.92	i
COc1ccc(NC(=O)CSc2nc3[nH]ncc3c(=O)n2-c2ccccc2C)cc1OC	-2%	2.4	1.6	4.2	4%	i	5	6	2	2.6	522	i	4	1.3	-0.079	2.4	-1.7	i
N#Cc1c(SCc2ccccc2)nc(N2CCOCC2)c2c1CCCC2	4%	2.7	2.0	17	22%	i	27	29	1	0.7	1213	i	-28	-0.75	-0.057	-0.047	-0.61	i
CC(C)COC(=O)c1cc(-c2ccc(/C=N/n3cnnc3)o2)ccc1Cl	0%	4.5	2.5	2.4	11%	i	43	7	5	1.0	1009	i	1	-0.89	-0.11	-0.6	0.73	i
Cc1ccc(CNC(=O)C2CC(=O)N(CCC(C)C)C2)cc1 (stereo unspecified)	-1%	2.7	2.2	8.9	-6%	i	37	6	2	-1.2	1089	i	3	-0.47	-0.35	-0.32	0.65	i
COc1ccc(C2=NOC(C(=O)NCc3ccccn3)C2)cc1OC (stereo unspecified)	13%	1.1	1.0	2.8	-3%	i	55	-7	-16	2.9	1184	i	-3	0.53	0.12	0.39	0.45	i
CCC(NC(=O)NCc1cccnc1)(C(F)(F)F)C(F)(F)F	-1%	2.9	0.3	17	-7%	i	45	5	-12	-2.9	1211	i	4	0.99	-0.13	0.8	1.5	i
CCOC(=O)c1ccc2nc(C)c(C)nc2c1	5%	nt	nt	nt	-4%	i	38	nt	nt	-1.6	1322	nt	nt	0.71	-0.011	1	-1.5	i
N#CCCn1cc(C(=O)Nc2ccc(C(=O)O)cc2)c(-c2cc3ccccc3o2)n1	-2%	3.2	2.5	8.5	-2%	i	35	-9	-4	-0.4	1480	i	-1	0.73	-0.32	1	-0.47	i
CCCNc1nc2c(c(=O)[nH]c(=O)n2C)n1Cc1ccc(F)cc1	6%	4.6	2.6	9.1	10%	i	57	11	-4	-1.2	1064	i	4	-1.1	0.0036	-0.6	0.28	i
COc1ccc(N2C(=O)C3CCCN3C2c2cccc(F)c2)cc1Cl (stereo unspecified)	0%	6.1	2.9	6.2	-2%	i	10	-11	-6	1.0	1475	i	4	-0.31	-0.18	-0.16	0.81	i
Cc1ccc(S(=O)(=O)NCCN2CCNC2=O)cc1	9%	nt	nt	nt	2%	i	29	nt	nt	-1.6	1189	nt	nt	0.62	-0.2	0.26	-0.2	i
CCC(C(=O)N1CCOCC1)n1c(C(=O)OC)cc2occc21 (stereo unspecified)	-3%	4.1	1.7	11	-2%	i	38	8	96	-0.1	1412	i	14	1.9	-0.12	1.3	-1.8	i
COc1cc(C(=O)O)nc2ccc([N+](=O)[O-])cc12	7%	2.9	1.9	5.8	5%	i	54	-4	1	2.9	1058	i	3	0.49	-0.23	0.28	-0.35	i
CNc1c([N+](=O)[O-])cnn1-c1ccc(F)cc1	2%	1.5	1.7	6.1	6%	i	26	-6	-7	0.7	1514	i	-27	-0.067	-0.28	-0.021	0.46	i
O=C(CNC(=O)c1ccco1)OCc1ccc(Cl)cc1	2%	4.2	3.2	29	11%	i	32	-1	-5	nt	nt	i	12	1.5	-0.3	1.5	-1.5	i
COC(=O)CNC(c1ccccc1)c1cc(Br)ccc1NS(=O)(=O)c1ccccc1 (stereo unspecified)	1%	1.6	2.0	15	8%	i	56	-5	1	-1.7	867	i	4	0.73	-0.22	0.53	0.19	i
CCN(CC(=O)NCCc1ccc(S(N)(=O)=O)cc1)Cc1nc2ccccc2c(=O)[nH]1	1%	0.4	1.5	9.0	5%	i	23	-6	-11	-5.1	986	i	3	-0.49	-0.21	-0.35	0.32	i
CC(C)Cn1c(SCC(=O)N2CCN(S(=O)(=O)c3ccccc3)CC2)nc2ccccc21	-4%	2.0	0.8	2.8	7%	i	24	nt	nt	-5.3	892	i	13	0.35	-0.21	0.13	-0.085	i
Cc1ccc(CNc2ccc(N3CCOCC3)cc2)s1	1%	4.5	3.1	10	-2%	i	24	-11	-8	-4.2	1157	i	2	0.45	-0.3	0.46	-0.26	?
Cc1ccc(/C=N/NC(=S)NCCc2ccccc2)s1	5%	3.8	3.2	6.1	-2%	i	38	1	25	-0.7	1062	i	0	0.33	-0.34	0.42	0.6	i
CCC(Oc1ccccc1)C(=O)Nc1ccccc1OC (stereo unspecified)	10%	3.1	2.8	12	3%	i	8	7	-2	0.6	1069	i	3	-1.1	0.32	-0.36	0.79	i
CN(C)c1ccc(C2N(c3ccc(F)cc3)C(=O)C3CCCN32)cc1 (stereo unspecified)	9%	3.2	4.6	7.1	-3%	i	48	-9	-2	nt	nt	i	-4	-0.18	0.023	0.16	0.017	i
CCOc1cc(/C=C/c2cc(C(=O)O)c3ccccc3n2)ccc1OC	22%	6.4	2.8	4.7	22%	i	5	-5	-11	-1.9	557	i	0	-0.66	-0.31	-0.73	0.73	i
COc1cccc2cc(C(=O)Nc3cccnc3N3CCOCC3)c(=O)oc12	3%	3.0	1.9	5.3	12%	i	57	3	-6	nt	nt	i	-6	-0.66	-0.14	0.14	-0.58	i
COC(=O)C(C)(C)NC(=O)c1cccs1	1%	4.4	2.2	6.9	8%	i	17	-16	-19	nt	nt	i	1	0.58	-0.19	0.31	1.3	i
COc1ccc(-c2cc(C(F)(F)F)c(C#N)c(SCC(=O)O)n2)cc1	5%	1.1	2.4	9.2	-36%	i	58	-23	6	-1.1	1129	i	2	0.71	-0.26	0.3	-0.1	i
COc1ccc2c(c1)c(/C=N/Nc1ccc(C(=O)O)cc1)c(C)n2C	7%	nt	nt	nt	23%	i	23	nt	nt	-0.2	1201	nt	nt	2.2	0.037	2.5	-2.9	i
NC(=O)C1CCN(Cc2nnnn2Cc2ccco2)CC1	8%	2.3	1.5	5.8	-5%	i	46	-15	-2	-2.9	961	i	2	-0.81	-0.29	0.38	0.59	i
CCOC(=O)C1CCN(C(=O)N(CC)CC)CC1	0%	1.5	1.2	6.1	-5%	i	38	2	-2	0.3	1539	i	9	-0.56	-0.29	-0.18	0.81	i
Cc1cc(NC(=O)c2cccs2)no1	nt	nt	nt	nt	nt	i	29	nt	nt	0.1	1348	nt	nt	-0.74	-0.8	-0.62	0.23	i
CCN(CC)C(=O)CC(c1ccc2c(c1)OCO2)c1c(OC)cc(OC)c2ccc(=O)oc12 (stereo unspecified)	7%	nt	nt	nt	-1%	i	56	nt	nt	-0.4	1217	nt	nt	-0.41	-0.82	-0.15	0.47	i
Cc1ccc2c(c1)NC(=O)c1cc([N+](=O)[O-])ccc1O2	0%	1.4	1.3	3.6	-3%	i	30	3	-18	-0.7	1100	i	-4	-0.073	-0.3	-0.33	0.14	i
COc1ccc(N2C(=O)c3ccccc3NC2c2ccc(OC)c(COc3ccccn3)c2)cc1 (stereo unspecified)	3%	5.2	2.0	5.0	-5%	i	50	14	8	0.0	1132	i	9	0.87	-0.28	1.1	-0.69	i
COc1ccc(N/C=C2\C(=O)CCc3c2oc2cc(Cl)c(O)c(Cl)c32)cc1	2%	nt	nt	nt	3%	i	25	nt	nt	7.5	1066	nt	nt	-0.3	1.6	-0.088	0.51	i
